Source: PubChem (Broad Institute)
PglD DTNB: blocks C. jejuni PglD acetyltransferase activity | inhibition, % at 12.5 µM | AID 602405 | purified PglD enzyme, DTNB colorimetric CoA detection | 0.098% of 360,000 active; in the data active means inhibition above about 16%, passing the limit was not always enough; inconclusive means no clear call, values can overlap the other calls; further: strong numbers were not always called active
PAX8 inh HTS: lowers PAX8-driven luciferase in RMG-I cells | inhibition, % at 12.6 µM | 1.2% of 360,000 active | RMG-I TPO-luciferase reporter, SteadyGlo, 24 h | AID 652154;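 active means mean replicate inhibition at least 60% with every replicate also reaching 60%; inconclusive means only one of the two criteria is met; inactive means mean below 60% and not all replicates reaching 60%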;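 further: luciferase light reporting Pax8 driven TPO promoter activity; plate controls were median of neutral control wells for no effect and mitoxantrone controls for full effect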
S100A4 MyoIIA: inhibitors of human S100A4 binding to myosin IIA peptide. AID 652163. 0.14% of 360,000 active. inhibition, % at 10.7 µM. S100A4/TAMRA-MyoIIA peptide fluorescence polarization;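 active means mean inhibition of at least 70% across replicates, with every replicate also reaching that level; inconclusive means mean inhibition reaches 70% but some replicates fall short; inactive means mean inhibition below 70%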
Target sequence (P26447 whole entry, looked up): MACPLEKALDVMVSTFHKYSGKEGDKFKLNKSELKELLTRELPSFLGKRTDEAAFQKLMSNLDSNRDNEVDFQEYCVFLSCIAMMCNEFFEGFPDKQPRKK
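Material: S100A4 monomer protein | Medium: HEPES pH 7.2 with CaCl2, KCl, NaCl, DTT, Triton | Reagent: Labelled myosin peptide probe, 5 nM | Doses: One dose per compound | Times: 5 min incubation before reading | Benchmarks: Neutral control DMSO, positive control TFP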
EWS-Fli inh: blocks EWS/Fli oncoprotein-driven transcription; A673 NR0B1-luciferase reporter, viability-normalised; inhibition, % at 12.6 µM; 0.67% of 350,000 active; AID 651661;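 active means mean inhibition of at least 50% after viability correction, with every replicate also passing that limit; inconclusive means mean reaches 50% but only one of two replicates passes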;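 further: firefly luciferase signal divided by Alamar Blue viability fluorescence both relative to DMSO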
LGR2 inh: blocks bursicon-induced cAMP signaling via Drosophila LGR2; HEK293 LGR2, CRE-luciferase, bursicon-stimulated, 4 h; inhibition, % at 9.99 µM; 0.35% of 380,000 active; AID 720647;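 active means drop in luminescence signal, shown as inhibition above about 50% in the replicate tests, limit read from the data, passing the limit was not always enough; inconclusive means probably only some replicates passing the limit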;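 further: agonist challenge used bursicon conditioned medium at about half maximal strength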
FN deposition inh: fibronectin deposition inhibition. inhibition, % at 12.6 µM. AH1F fibroblasts, Alexa488-fibronectin deposition fluorescence, overnight. AID 743247. 0.086% of 350,000 active;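 active means mean inhibition across replicates of 30% or more, regardless of how many single replicates reach that level; inconclusive means mean under 30% yet at least half of replicates reach 30%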;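 further: positive control wells lacked labelled fibronectin entirely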
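Schedule: 1 h cell adhesion before compound, then overnight fibronectin incubation; test system: AH1F fibroblast monolayer depositing Alexa488-labelled fibronectin into matrix; quantity: 10000 AH1F cells per well; probe or stimulus: fluorescent fibronectin at 24 nM final; signal: fluorescence, ex 485 nm, em 525 nm; evaluation: percent inhibition as loss of matrix-bound fibronectin fluorescence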
ERAP1 HTS inh: ERAP1 (human) enzyme inhibition; Q9NZ08; recombinant ERAP1, Leu-AMC fluorescence, 60 min; inhibition, % at 10.7 µM; 0.15% of 340,000 active;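 active means mean replicate inhibition of at least 30%, or all replicates individually reaching that 30% level; inactive means mean below 30% and not every replicate reaching it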;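 further: 0% = neutral control wells and 100% = L-leucinethiol positive control wells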
Target sequence (Q9NZ08 whole entry, looked up): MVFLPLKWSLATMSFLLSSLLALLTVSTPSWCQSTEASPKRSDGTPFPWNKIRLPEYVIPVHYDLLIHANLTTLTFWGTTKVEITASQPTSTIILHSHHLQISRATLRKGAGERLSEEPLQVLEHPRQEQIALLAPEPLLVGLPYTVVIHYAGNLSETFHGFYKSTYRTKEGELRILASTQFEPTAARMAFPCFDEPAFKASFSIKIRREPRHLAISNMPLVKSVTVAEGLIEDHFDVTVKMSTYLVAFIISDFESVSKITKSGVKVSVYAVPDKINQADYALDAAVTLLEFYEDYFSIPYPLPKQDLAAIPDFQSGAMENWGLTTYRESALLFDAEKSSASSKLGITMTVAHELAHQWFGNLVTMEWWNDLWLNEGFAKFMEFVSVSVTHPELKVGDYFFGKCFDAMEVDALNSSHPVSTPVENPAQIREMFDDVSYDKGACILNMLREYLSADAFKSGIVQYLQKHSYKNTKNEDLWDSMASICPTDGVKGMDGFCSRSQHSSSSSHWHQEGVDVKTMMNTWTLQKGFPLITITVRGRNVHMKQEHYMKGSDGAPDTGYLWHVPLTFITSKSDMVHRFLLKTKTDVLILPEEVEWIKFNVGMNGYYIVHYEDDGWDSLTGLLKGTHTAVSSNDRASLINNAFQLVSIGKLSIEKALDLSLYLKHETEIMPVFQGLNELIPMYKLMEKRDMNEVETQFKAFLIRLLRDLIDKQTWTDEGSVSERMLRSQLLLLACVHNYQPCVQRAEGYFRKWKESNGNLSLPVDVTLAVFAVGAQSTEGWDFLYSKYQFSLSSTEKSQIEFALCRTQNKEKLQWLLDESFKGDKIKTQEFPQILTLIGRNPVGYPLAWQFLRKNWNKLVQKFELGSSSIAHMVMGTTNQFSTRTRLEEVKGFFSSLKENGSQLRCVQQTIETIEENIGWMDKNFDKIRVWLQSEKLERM
PGC1a acetyl inh: lowers PGC1a acetylation signal in U2OS cells. AlphaScreen anti-acetyl-lysine; with virally co-expressed GCN5 acetyltransferase. inhibition, % at 15.6 µM. 0.17% of 350,000 active;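 active means every replicate shows inhibition of at least 40%; inconclusive means mean inhibition at least 40% but some replicate below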;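 further: 0% = neutral control wells and 100% = positive control wells; some results beyond the cut were filed as inactive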
* = called active by the depositor; u = inconclusive; x = no result given; & = joins results of further samples.

Sequence of screens: PglD DTNB	PAX8 inh HTS	S100A4 MyoIIA	EWS-Fli inh	LGR2 inh	FN deposition inh	ERAP1 HTS inh	PGC1a acetyl inh
C[C@@H]1O[C@@H](O[C@H]2C[C@@H](O)[C@]3(CO)[C@H]4[C@H](O)C[C@]5(C)[C@@H](C6COC(=O)C6)CC[C@]5(O)[C@@H]4CC[C@]3(O)C2)[C@H](O)[C@H](O)[C@H]1O (stereo not given in full)
    5	105*	-4&1	70*	81*	8	-3	0
CCOC(=O)[C@]12Cc3cc(N(C)C)ccc3[C@H]1N(Cc1ccccc1)C(=O)c1ccccc12
    3	-15	7	1	x	-6	-2	-14
COc1ccc(CN2C(=O)NC(=O)/C(=C/c3ccoc3)C2=O)cc1
    3	-1	-12	13	-11	6	2	12
CSc1ccc(CN2CCN(C(=O)COc3cccc(C)c3)CC2)cc1
    0	14	-1	17	21	-7	-4	0
CN1CCN(c2nc3c(c(=O)[nH]2)CCC3)CC1
    1	-15	7	5	7	5	-1	10
COC(=O)C1=C(c2c(C)noc2C)C[C@@H]2CC[C@H]1N2C(=O)NCc1ccc2c(c1)OCO2
    -2	-7	-3	-8	3	2	x	-3
c1cc(C2N3CCCN2CC3)ccn1 (stereo not given)
    x	11	9	6	-4	1	1	x
CCNCC(O)c1cccc(O)c1 (stereo not given)
    6	6	4	5	13	27	0	13
c1cc2c(cc1N1CCCCC1)CNCc1cnnn1-2
    -2	-15	4	-6	-6	7	3	9
CCOC(=O)C1(c2ccccc2)CCN(CC(=O)Nc2ccc(C)cc2)CC1
    x	4	7	8	6	-21	-3	4
CCS(=O)(=O)NCc1nnc2n1-c1ccc(Br)cc1C(c1ccccc1Cl)=NC2
    -17	-14	4	5	-4	5	-6	x
CCC1CCCCN1P(=O)(c1ccc(C)o1)C(C)(C)C (stereo not given)
    3	x	-3	17	4	x	-7	-19
CCCCCCn1c(=O)c(C(=O)Nc2ncccc2O)c(O)c2ccccc21
    -5	6	1	-3	6	2	-8	12
CN(C)CCCN=Cc1c(O)n(CCc2ccc(F)cc2)c(=O)[nH]c1=O
    1	-10	x	x	x	5	x	1
C=CCn1c(O)c(Cc2ccc(OCC)cc2)c(=O)[nH]c1=O
    0	18	-4	5	4	18	-2	3
O=C(O)[C@H]1[C@H](CO)[C@H]2Cn3c(ccc(-c4ccccc4)c3=O)[C@@H]1N2S(=O)(=O)c1ccccc1F
    -3	-5	-6	-7	0	x	0	x
CCOc1cc2c(cc1OCC)-n1cccc1C(c1ccc(OC(F)F)cc1)NC2 (stereo not given)
    -1	-7	12	19	20	-8	2	-13
COC(=O)COc1cc(C)cc2oc(=O)c3c(c12)CCCC3
    x	x	-2	-2	3	x	4	x
COc1ccccc1CN1CCN(Cc2ccc(Cl)cc2)CC1
    x	1	-8	2	6	x	-4	x
CC(C)(C)C(=O)N1Cc2cnnn2-c2ccccc2C1C#N (stereo not given)
    -4	-13	-7	-8	-13	6	3	3

Next part.
Sequence of screens: PglD DTNB	PAX8 inh HTS	S100A4 MyoIIA	EWS-Fli inh	LGR2 inh	FN deposition inh	ERAP1 HTS inh	PGC1a acetyl inh
COc1cccc(C(=O)C2CCCN(Cc3ccc4nonc4c3)C2)c1 (stereo not given)
    x	-4	6	9	18	4	5	-11
COC(=O)C1=C(c2ccc(F)cc2OCc2ccccc2)C[C@@H]2CC[C@H]1N2C(=O)N1CCCC1
    3	-9	-4	14	11	-7	-5	1
COc1cc(-n2c(=S)[nH]c3ccc(C)cc3c2=O)c(Cl)cc1Cl
    x	27	4	30	-7	-9	-4	21
O=c1[nH]c(=O)n(CCc2ccccc2)c(O)c1/C=N/N1CCOCC1
    -2	-14	-11	11	0	1	4	-12
Cc1cc(C(=O)CS(=O)(=O)c2ccc(F)cc2)cc(C)c1OC(=O)N(C)C
    x	-111	-1	-66	-7	-11	0	x
CCc1ccc(CNCCc2ccc(F)cc2)cc1
    x	-15	-9	11	-6	1	1	x
O=C1CC2OCC=C3CN4CCC56c7ccccc7N1C5C2C3CC46O (stereo not given)
    -1	x	-5	-1	x	x	2	13
CC1(C)C2([N+](=O)[O-])CN3CC1([N+](=O)[O-])CN(C2)C3c1cccnc1 (stereo not given)
    x	-8	4	3	6	0	6	0
CC(NCc1ccccc1C(F)(F)F)C(O)c1ccccc1 (stereo not given)
    4	8	-12	-9	-16	-1	x	-4
O=C1NC(=O)C2C1C1(Cl)C(Cl)=C(Cl)C2(Cl)C1(Cl)Cl (stereo not given)
    -1	2	-3	-5	-3	-4	3	2
CCCNC(=O)N1[C@H]2CC[C@@H]1C(C(=O)OC)=C(c1ccccc1)C2
    6	5	-1	0	-3	-2	-5	x
O=C(Cc1ccccc1)N1CCN(Cc2ccccn2)CC1
    2	-12	-1	x	20	-9	6	5
CCOc1ccc(-n2c(-c3cccs3)nc3ccccc3c2=O)cc1
    x	5	-10	2	5	5	0	-12
CSc1ccc(CN2CCN(Cc3ccccc3Cl)CC2)cc1
    x	7	4	0	-2	3	0	x
Cc1ccccc1-n1c(-c2ccc([N+](=O)[O-])cc2)nc2ccccc2c1=O
    x	-8	-20	9	9	5	-2	x
Fc1ccccc1CN1Cc2ccccc2-n2nncc2C1
    4	-10	1	9	-6	0	x	-19
Cc1cccc(C(O)(C(=O)NNC(=O)CN2CCN(C)CC2)c2cccc(C)c2)c1
    -1	-4	-2	2	11	-4	2	-3
CC(=O)N1N=C(c2c(O)n(C)c(=O)n(C)c2=O)CC1c1ccccc1 (stereo not given)
    x	24	-4	1	-4	-25	x	x
O=C(Cc1ccccc1)N1CCCCN2[C@H](C1)[C@H](c1ccc(-c3ccccc3)cc1)[C@@H]2CO
    -2	7	x	x	13	x	x	-7
CSCCC(c1nnnn1Cc1ccccc1)N1CCC2(CC1)C(=O)NCN2c1ccccc1 (stereo not given)
    -3	23	-3	0	-3	-6	x	-30

The list goes on:
Sequence of screens: PglD DTNB	PAX8 inh HTS	S100A4 MyoIIA	EWS-Fli inh	LGR2 inh	FN deposition inh	ERAP1 HTS inh	PGC1a acetyl inh
Cc1cc(OCC(=O)OC(C)(C)C)c2c3c(c(=O)oc2c1)CCC3
    1	-9	x	x	x	11	x	-13
COc1ccc(C(c2nnnn2-c2ccc3c(c2)OCCO3)N2CCC3(CC2)C(=O)NCN3c2ccccc2)cc1 (stereo not given)
    -10	-12	-3	0	11	-2	x	-6
NCCc1c[nH]c2ccccc12
    7	x	-2	12	x	x	2	-1
CCOC(=O)c1ccc(N=Cc2c(O)n(-c3ccc(OC)cc3)c(=S)[nH]c2=O)cc1
    x	-4	-60	2	8	x	2	x
O=c1[nH]c(=O)n(-c2cccc3ccccc23)c(O)c1/C=N/N1CCCCC1
    0	22	-2	2	-4	3	x	2
CCOc1ccccc1Oc1coc2cc(OC(=O)N(C)C)ccc2c1=O
    3	-38	-1	-37	5	6	-6	-5
O=C1NC(=O)C(CCc2ccncc2)(CCc2ccccn2)C(=O)N1c1ccc(Br)cc1 (stereo not given)
    x	18	-1	1	-11	x	8	13
CSc1nc(N2CCN(C)CC2)c2ccccc2n1
    -3	5	5	3	-1	x	2	-5
COc1ccc(CN2CCN(C(=O)Cc3ccccc3)CC2)cc1OC
    2	12	-3	-6	-8	4	-4	0
O=C1NC(=O)C2(Cc3ccccc3N3CCCC32)C(=O)N1c1cccc(Cl)c1 (stereo not given)
    -2	14	x	x	x	-1	x	14
O=C(O)[C@H]1[C@H](CO)[C@H]2Cn3c(ccc(-c4ccccc4F)c3=O)[C@@H]1N2C(=O)c1cccnc1
    -2	-4	-4	0	-5	x	-1	x
Cn1cnnc1Sc1cc(N2CCNCC2)ccc1[N+](=O)[O-]
    -1	-8	1	-3	-11	-6	7	16
CCN(CCO)c1ccc(N=Cc2c(O)n(C)c(=S)[nH]c2=O)cc1
    -1	1	-5	-17	-89	-20	9	2
c1cc2c(cc1[C@H]1OC[C@H]3[C@@H]1CO[C@H]3c1ccc3c(c1)OCO3)OCO2
    9	-17	-6	-25	-7	-8	1	x
CCOc1ccc([N+](=O)[O-])cc1CNCCc1ccccc1
    -2	12	20	7	x	-2	-2	x
Cc1ccc2[nH]c3c(c2c1)CN(C(=O)CN1C[C@H]2C[C@@H](C1)c1cccc(=O)n1C2)CC3
    6	x	-3	-2	-2	x	0	-8
CCN1CCN(Cc2ccc(OC(F)(F)F)cc2)CC1
    -4	x	x	x	-11	-3	x	2
CCCCn1c(O)c(/C(CC)=N/N2CCCCC2c2cccnc2)c(=O)[nH]c1=S (stereo not given)
    8	29	x	x	15	10	x	8
COc1ccc(-c2nc3ccccc3c(=O)n2-c2ccc(OC)cc2)cc1
    x	1	-1	12	-8	2	7	8
CCN(C)C(C)Cc1cccc(C(F)(F)F)c1 (stereo not given)
    x	x	-1	1	-10	x	-1	x

Other results
Sequence of screens: PglD DTNB	PAX8 inh HTS	S100A4 MyoIIA	EWS-Fli inh	LGR2 inh	FN deposition inh	ERAP1 HTS inh	PGC1a acetyl inh
COCc1cc(OC(=O)N(C)C)nc2c1c(C)nn2C
    x	-2	-7	6	10	4	0	x
O=c1[nH]c(=S)[nH]c(O)c1N=Nc1ccc(SC(F)F)cc1
    3	-105	6	-2	10	-3	-4	u
CCCCN=C[C@]12CCC(O)CC1(O)CCC1[C@@H]2CC[C@]2(C)[C@H](C3C=CC(=O)O3)CCC12O (stereo not given in full)
    -3	107*	-16	73*	85*	-14	-2	x
COC(=O)c1cc2c(s1)=NC=NP=2(N1CCOCC1)N1CCOCC1
    5	5	-3	-1	-27	-10	2	x
COc1cc(C2c3cc4c(cc3CC3COC(=O)C32)OCO4)cc(OC)c1OC (stereo not given)
    -6	x	-4	57*	-2	x	-1	-16
CN1CCN(c2cccc3c2C(=O)c2ccccc2C3=O)CC1
    -5	-12	2	-8	-45	4	12	x
CN1CN(c2cccc([N+](=O)[O-])c2)CN=C1N[N+](=O)[O-]
    x	-9	3	-4	2	-2	3	x

Whole records as entered above. Order of values: PglD DTNB | PAX8 inh HTS | S100A4 MyoIIA | EWS-Fli inh | LGR2 inh | FN deposition inh | ERAP1 HTS inh | PGC1a acetyl inh
`CCCCN=C[C@]12CCC(O)CC1(O)CCC1[C@@H]2CC[C@]2(C)[C@H](C3C=CC(=O)O3)CCC12O` (stereo not given in full) in the list: -3 | 107* | -16 | 73* | 85* | -14 | -2 | x
`O=c1[nH]c(=S)[nH]c(O)c1N=Nc1ccc(SC(F)F)cc1` in the list: 3 | -105 | 6 | -2 | 10 | -3 | -4 | u

The list is partial; the hit share may differ from the screen's.
